FEN1 inh: qHTS Assay for the Inhibitors of Human Flap endonuclease 1 (FEN1); Recombinant FEN1 flap cleavage, fluorescence, 15 min; AID 588795, 2011; P39748; hit rate 0.35% among 390,000; Potency, µM (series often up to 114 µM), without a hit: top-dose activity change, negative = inhibition, actives largely listed as inhibitors; also: nearly all actives have a fitted effect of over 65% in size
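Enzyme 10 nM, 15 min RT preincubation with compound; start with substrate 50 nM final; reads at 0 and 15 min; qHTS titration, four-parameter Hill fit.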
GCN5L2 inh: qHTS Assay for Inhibitors of GCN5L2. AID 504327, 2011. Histone acetyltransferase KAT2A (Homo sapiens), Q92830. Potency, µM (highest dose often 58.9 µM), inactives show at the top dose activity change, negative = inhibition, hits mostly inhibitors. hit rate 0.21% among 390,000. GCN5L2 HAT assay, ThioGlo1 CoA-SH fluorescence
Target sequence (Q92830 whole entry, looked up): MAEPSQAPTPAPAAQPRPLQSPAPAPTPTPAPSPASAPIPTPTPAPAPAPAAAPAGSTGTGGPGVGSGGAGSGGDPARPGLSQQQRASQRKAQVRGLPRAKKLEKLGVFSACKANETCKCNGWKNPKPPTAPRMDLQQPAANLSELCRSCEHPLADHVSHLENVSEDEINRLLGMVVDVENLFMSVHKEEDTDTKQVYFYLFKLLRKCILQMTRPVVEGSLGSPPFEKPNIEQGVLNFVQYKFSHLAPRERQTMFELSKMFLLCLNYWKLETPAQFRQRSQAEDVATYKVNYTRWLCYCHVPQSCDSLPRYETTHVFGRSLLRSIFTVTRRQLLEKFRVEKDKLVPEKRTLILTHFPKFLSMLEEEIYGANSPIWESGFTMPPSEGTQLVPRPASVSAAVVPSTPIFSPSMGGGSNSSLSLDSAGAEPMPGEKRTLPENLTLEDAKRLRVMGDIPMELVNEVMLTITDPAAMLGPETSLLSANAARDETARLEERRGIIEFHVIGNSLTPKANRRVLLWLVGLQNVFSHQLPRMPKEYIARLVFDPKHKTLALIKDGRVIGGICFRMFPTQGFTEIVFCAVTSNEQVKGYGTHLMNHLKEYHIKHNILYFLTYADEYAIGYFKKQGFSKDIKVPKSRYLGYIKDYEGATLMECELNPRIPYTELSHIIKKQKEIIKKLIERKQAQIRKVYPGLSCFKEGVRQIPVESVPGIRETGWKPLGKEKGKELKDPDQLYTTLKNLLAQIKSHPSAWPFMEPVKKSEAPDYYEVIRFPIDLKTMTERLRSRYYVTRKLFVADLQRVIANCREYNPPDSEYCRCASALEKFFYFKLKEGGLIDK
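ThioGlo1-coupled HAT assay: 20nM GCN5L2, 70uM acetyl-CoA, 75uM H3(1-25) peptide, pH 7.5. Fluorescence read at 340/540nm at start and after 20 min at room temperature.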
N370S GC: qHTS Assay for Inhibitors and Activators of N370S glucocerebrosidase as a Potential Chaperone Treatment of Gaucher Disease. Lysosomal acid glucosylceramidase (Homo sapiens), P04062. N370S GC spleen homogenate, 4MU-glucoside fluorescence. Potency, µM (top dose mostly 59.4 µM), for inactives: at the top dose activity change, negative = inhibition, actives largely listed as inhibitors. hit rate 0.092% among 330,000. AID 2101, 2009;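 also: 0% = full enzyme activity and -100% = no enzyme basal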
Active calls of the source: *; ? = inconclusive; / = no result given; & = joins results of further samples. Calls follow the shape of the dose curve; as a rule, active = well fitted curve in the direction sought with a large enough effect; inconclusive = small, poorly fitted or top-dose-only effect, or another doubt; inactive = no such curve, though single readings can be large; an effect the other way counts as inactive or inconclusive. Unless noted, % is scaled to controls: 0 for no effect and ±100 for the full control effect; potency is read from the fitted curve at half-maximal effect.

The opening six entries (preview)
SMILES | FEN1 inh | GCN5L2 inh | N370S GC
CC(C)c1ccc(N2C(=O)/C(=C/N(C)C)SC2=S)cc1 | 32µM* | -8% | -2%
COc1cc2c(cc1OC)-c1cc(Nc3ccc4c(c3)OCCO4)nc(=O)n1CC2 | -28% | -14% | -4%
CCOC(=O)N1CCN(C(=O)CSCC(=O)Nc2nc(-c3ccc(-c4ccccc4)cc3)cs2)CC1 | -7% | 0% | -6%
CN(C)c1ccc(/C=N\NC(=O)c2cccc3cc[nH]c23)cc1 | -26% | -16% | -6%
CC(C)(C)CC(=O)Nc1ccc(S(=O)(=O)NC2=NCCCCC2)cc1 | 7% | 3% | /
O=C(Cn1ccc2cc(S(=O)(=O)N3CCCCCC3)ccc21)NCc1cccc(Cl)c1 | 3% | 5% | /

All compounds of this part (from the top)
SMILES | FEN1 inh | GCN5L2 inh | N370S GC
CC(C)c1ccc(N2C(=O)/C(=C/N(C)C)SC2=S)cc1 | 32µM* | -8% | -2%
COc1cc2c(cc1OC)-c1cc(Nc3ccc4c(c3)OCCO4)nc(=O)n1CC2 | -28% | -14% | -4%
CCOC(=O)N1CCN(C(=O)CSCC(=O)Nc2nc(-c3ccc(-c4ccccc4)cc3)cs2)CC1 | -7% | 0% | -6%
CN(C)c1ccc(/C=N\NC(=O)c2cccc3cc[nH]c23)cc1 | -26% | -16% | -6%
CC(C)(C)CC(=O)Nc1ccc(S(=O)(=O)NC2=NCCCCC2)cc1 | 7% | 3% | /
O=C(Cn1ccc2cc(S(=O)(=O)N3CCCCCC3)ccc21)NCc1cccc(Cl)c1 | 3% | 5% | /
CCCCC(=O)NCCNc1nc2c(c(=O)n(C)c(=O)n2C)n1Cc1ccc(F)cc1 | 0% | 0% | 1%
CCOc1cc(S(=O)(=O)NCc2cccnc2)c(C)cc1C | -9% | 3% | -10%
COc1cc(/C=C/c2ccc3cccc([N+](=O)[O-])c3n2)ccc1OCC(=O)O | -7% | -25% | -6%
CC(C)NS(=O)(=O)c1ccc(OCC(=O)Nc2ccc(F)cc2F)cc1 | -9% | -3% | -1%
N/C(Cc1nc(-c2ccc(F)cc2)cs1)=N\O | 16% | -3% | 12%
CCN1C(=O)/C(=C\C(=O)c2cccs2)c2cc(Br)ccc21 | -2% | -17% | -11%
O=C(NCCSCc1cccc(Cl)c1)C1CCN(S(=O)(=O)Cc2ccccc2)CC1 | 0% | -3% | /
CCOC(=O)C1CCN(c2nc(-c3ccc(Br)cc3)nc3ccccc23)CC1 | -9%&4% | -11%&-6% | -4%
Cc1ccc(S(=O)(=O)Nc2ccc(N3CCOCC3)cc2)cc1[N+](=O)[O-] | 1% | -4% | -12%
CCCN(Cc1nnc(-c2ccccc2Cl)o1)C(=O)c1cccc(S(=O)(=O)N2CCOCC2)c1 | 16% | -3% | -9%
O=C(Cc1ccccc1)Nc1cccc(-c2cn3cccnc3n2)c1 | 3% | -3% | /
CCC(C)[C@H](NC(=O)NCc1ccc(Cl)cc1)C(=O)OC (some centres undefined) | 5% | -1% | 3%
O=C(CN(CC1CCCO1)C(=O)CNS(=O)(=O)c1ccc(F)cc1)NCCc1ccccc1 (centres undefined) | 13% | 0% | -7%
O=C1CC(=C(c2ccccc2)c2ccccc2)C(=O)N1CCN1CCN(c2cccc(Cl)c2)CC1 | -11% | -8% | /
CN(CC(=O)Nc1cc(Cl)cc(Cl)c1)Cc1cccs1 | -23% | -6% | -5%
COc1cc(C2NC(=O)NC(C)=C2C(=O)OC2CCC(C)CC2)ccc1O (centres undefined) | -11% | 2% | -17%
O=C(Nc1ccccc1Cl)NC1(C(=O)N2CCC(O)CC2)CCCCC1 | -13% | -6% | 2%
Cc1ccc(S(=O)(=O)N(CC(=O)NCc2ccncc2)Cc2ccccc2F)cc1 | 0% | -1% | 1%
Cc1[nH][nH]c(=O)c1/C=N/N1CCOCC1 | ? | -3% | 1%
COc1ccc(Cc2nnc(NC(=O)CSc3ccc(C)cc3)s2)cc1OC | 1% | -20% | 4%
CCCS(=O)(=O)N1CCCC(C(=O)Oc2ccc(C)c(C)c2)C1 (centres undefined) | -9% | -3% | -15%
CCOc1ccccc1Nc1nc(-c2cccnc2)cs1 | -14% | 1% | 3%
COc1ccc(N(CCC#N)C(=O)/C(C#N)=C/c2cccs2)cc1 | 4% | -7% | -12%
CCOc1ccc(/C=N/NC(=O)c2ccc(Cn3cc([N+](=O)[O-])cn3)o2)cc1 | 1% | / | 7%

Three of the entries above in order of the GCN5L2 inh value, highest first:
SMILES | FEN1 inh | GCN5L2 inh | N370S GC
CC(C)(C)CC(=O)Nc1ccc(S(=O)(=O)NC2=NCCCCC2)cc1 | 7% | 3% | /
CCCCC(=O)NCCNc1nc2c(c(=O)n(C)c(=O)n2C)n1Cc1ccc(F)cc1 | 0% | 0% | 1%
O=C1CC(=C(c2ccccc2)c2ccccc2)C(=O)N1CCN1CCN(c2cccc(Cl)c2)CC1 | -11% | -8% | /

As a short view, 5 of the compounds above:
SMILES | FEN1 inh | GCN5L2 inh | N370S GC
COc1ccc(Cc2nnc(NC(=O)CSc3ccc(C)cc3)s2)cc1OC | 1% | -20% | 4%
CCCS(=O)(=O)N1CCCC(C(=O)Oc2ccc(C)c(C)c2)C1 (centres undefined) | -9% | -3% | -15%
CCOc1ccccc1Nc1nc(-c2cccnc2)cs1 | -14% | 1% | 3%
COc1ccc(N(CCC#N)C(=O)/C(C#N)=C/c2cccs2)cc1 | 4% | -7% | -12%
CCOc1ccc(/C=N/NC(=O)c2ccc(Cn3cc([N+](=O)[O-])cn3)o2)cc1 | 1% | / | 7%

Other compounds
SMILES | FEN1 inh | GCN5L2 inh | N370S GC
S=c1[nH]nc(C2CCCCC2)n1/N=C/c1ccc(Br)cc1 | 5% | 7% | -18%
O=C(COC(=O)c1ncc(Cl)c(Cl)c1Cl)NC(=O)NCc1ccccc1 | -1% | 0% | -1%
O=C(Nc1ccc2c(c1)OCCO2)c1cccc(Cl)c1 | 0% | -1% | -13%
CCN(CC)C(=O)CC(c1cc(OC)c(OC)c(OC)c1)c1c(OC)cc(OC)c2ccc(=O)oc12 (centres undefined) | -11%&-19% | -3% | 0%&0%
CCc1c(C)sc(NC(=O)c2cccs2)c1C#N | -5% | -3% | -26%
Cc1ccc(NC(=O)c2cc(=O)[nH]c3ccc(S(=O)(=O)N4CCOCC4)cc23)cc1 | -2% | 2% | /
CNc1nc2c(c(=O)[nH]c(=O)n2C)n1CCOC | / | -2% | -5%
Cc1nnc(SCC(=O)Nc2ccc([N+](=O)[O-])cc2)n1CC1CCCO1 (centres undefined) | 3% | -2% | 0%
CN1CCN(NC(=O)c2cn(-c3ccccc3)nc2-c2cccs2)CC1 | 19% | -1% | -10%
COc1cccc(C(=O)Nc2cccnc2)c1 | 2% | 0% | 2%
CC(C(=O)NCc1ccc2c(c1)OCO2)c1ccc([N+](=O)[O-])cc1 (centres undefined) | -9% | 1% | 3%
COc1ccc(Cc2c(Cl)ncnc2Cl)cc1 | -9% | -6% | 11%
CCOc1cc(/C=C2\SC(=S)N(NC(=O)c3cccnc3)C2=O)ccc1O | ? | -11% | -27%
COc1cccc(CN2C(=O)c3ccccc3Sc3ccc(C(=O)NCCc4ccc(Cl)cc4)cc32)c1 | -14% | -7% | /
O=C(c1ccncc1)N1CCC2(CC1)CCN(c1cccc(-c3ccccc3)c1)CC2 | / | -7% | -3%
CC(CNC(=O)c1ccc2nc(CCc3ccccc3)oc2c1)c1ccccc1 (centres undefined) | -13% | 2% | /
O=C(COC(=O)CNC(=O)c1ccccc1Cl)NC1CCCC1 | 2% | 0% | /
CCN(CC(=O)Nc1ccc(NC(C)=O)cc1)C(=O)c1ccccc1CCc1ccccc1 | -3% | ? | 6%
CC1=C/C(=N\NC(=O)c2cccs2)CC(C)(C)C1 | 0% | -5% | ?
COc1ccc(-c2oc3ccccc3c2C(=O)OCc2ccccc2)cc1 | -10% | -3% | ?
C#CCOCCOCCOCCNc1nc(N2CCN(C(=O)[C@H](CO)n3cc([C@@H](N)C(C)C)nn3)CC2)nc(N2CCN(C(=O)[C@H](CCCCN)n3cc([C@@H](N)[C@H](C)CC)nn3)CC2)n1 | 10% | -5% | /
O=C(NCC1CC1)Nc1cccc(Cl)c1 | 2% | -3% | -5%
CCOP(=O)(OCC)c1ccc2c(c1)C(=O)c1ccccc1CC2 | -2% | -3% | /
COc1cccc(Cn2c(=O)c(-c3ccccc3)nc3cnc(N(C)C)nc32)c1 | / | -28% | ?
COc1ccccc1OCC(=O)Nc1c(C(=O)c2ccc(C)cc2)oc2ccccc12 | -8% | -7% | /
COc1ccc(C2c3ccc(O)cc3Oc3ncn(CCN4CCOCC4)c(=N)c32)cc1OC (centres undefined) | -17% | 4% | 14%
CCOC(=O)C1CCCc2c1[nH]c1c(C(=O)O)cccc21 (centres undefined) | 5% | -4% | 5%
CCCCC1(O)CC(C(F)(F)F)=NN1C(=O)COc1ccccc1 (centres undefined) | -8% | -6% | -6%
O=C(CSc1nnnn1C1CCCCC1)Nc1nc2c(s1)CCCC2 | -22% | / | ?
Cn1c(SCC(=O)Nc2ccc3c(c2)OCCO3)nnc1-c1ccccn1 | -12% | -5% | -14%
O=C(NCCc1ccccc1)C1CCCN(S(=O)(=O)c2cnc[nH]2)C1 (centres undefined) | 0% | 0% | -12%
CC1CCN(C(=O)CSc2ccc(-c3cccnc3)nn2)CC1 | -1% | -26% | -1%
COc1ccc(-c2csc(N(CC3CCCO3)C(=O)c3ccc(C)cc3)n2)cc1 (centres undefined) | 0% | -2% | -1%
O=C(Cc1ccc(Cl)cc1)Nc1ccc(Cl)cn1 | 0% | 3% | 4%
O=C(CSCc1ccccc1)Nc1ccc2c(c1)C(=O)NC2=O | 8% | 1% | -8%
CC(=O)c1ccc(S(=O)(=O)Nc2ccc(Cl)c(S(=O)(=O)N3CCCC3)c2)cc1 | 9% | -2% | /
Cc1ccc(NC2=NCC(=O)N2C2CCCC2)cc1C | -11% | 1% | 16%
NS(=O)(=O)c1ccc(CNC(=O)c2ccc(S(=O)(=O)NCc3ccco3)cc2)cc1 | -12% | -3% | /
CS(=O)(=O)NCc1ccc(C(=O)NC2CCCCC2)cc1 | -5% | -3% | 2%
Cc1cc(NC(=O)c2cnn3cccnc23)nn1CC(=O)Nc1cccnc1 | 4% | -1% | 5%
CCN(CC)c1ccc(NC(=O)COCc2cc(-c3ccc4c(c3)OCO4)on2)c(C)c1 | -14% | -3% | /
COc1ccc(CNC(=O)c2cc(S(=O)(=O)N3CCOCC3)cn2C)cc1 | 12% | 0% | -2%
CCOc1ccccc1NC(=O)NS(=O)(=O)c1ccc(C)cc1 | 0% | -4% | -7%
CCn1c(=O)c(=O)[nH]c2cc(C(=O)NC3CC3)ccc21 | -1% | 0% | 0%
COc1ccc2cc(CN(Cc3ccco3)Cc3nnnn3C3CCCCC3)c(=O)[nH]c2c1 | -1% | -3% | 11%
CC1Cn2cc(C(=O)Nc3cccc(C(F)(F)F)c3)c(=O)c3c(Cl)ccc(c32)O1 (centres undefined) | 1% | 1% | /
Cc1ccc(NC(=O)CN2C(=O)N/C(=C/c3ccccc3OCc3cccc(C(=O)O)c3)C2=O)cc1 | 71µM* | ? | -17%
O=C(COC(=O)CNC(=O)C1CCCCC1)Nc1ccc(F)c([N+](=O)[O-])c1 | -5% | 1% | /
Cc1ccc(CCNC(=O)C2CCN(S(=O)(=O)c3cccc4nsnc34)CC2)cc1 | 0% | -7% | -3%
CS(=O)(=O)N(Cc1ccc(C(=O)NCCSc2ccccn2)cc1)c1ccccc1 | -3% | 7% | 4%
O=C(O)c1ccccc1Sc1ccccc1S(=O)(=O)NC1CCCCC1 | 7% | -7% | 7%
CC[C@@]1(C(=O)OC)N[C@H](CN(C)C(=O)c2ccc(C(C)(C)C)cc2)[C@@H]2C(=O)N(Cc3ccccc3)C(=O)[C@@H]21 | -16% | -2% | /
CS(=O)(=O)Oc1ccc(Br)c2cccnc12 | 21% | 0% | 10%
CCOC(=O)/C=c1\s/c(=C\c2ccc(-c3ccccc3)cc2)c(=O)n1CC(=O)NCc1ccc2c(c1)OCO2 | 2% | -5% | 0%
O=C(NCC1CCCCC1)c1cccc([N+](=O)[O-])c1 | 13% | 0% | -8%
COc1ccc(C(=O)NCC(=O)OCC(=O)N2CCCc3ccccc32)cc1 | 4% | 5% | 9%
CCS(=O)(=O)N1CC(=O)N(c2ccc(Cl)cc2)C(C)(C(=O)NC2CCCCCC2)C1 (centres undefined) | 16% | -1% | /
COc1ccc(-c2csc(-n3ncc(-c4ccccn4)c3N)n2)cc1 | 1% | -8% | 4%
CC(C)(C)SC(C(=O)N1CCOCC1)c1ccc(Br)cc1 (centres undefined) | 11% | -4% | -5%
COc1cc(CNC(=O)c2ccc3c(c2)N(C)C(=O)C2CCCCN32)cc(OC)c1OC (centres undefined) | -4% | -6% | /

High-throughput results from PubChem.

Random draw from the library; any-hit rate near 0.54%.
